USP17 block: inhibitors of human USP17 deubiquitinase; Ubiquitin carboxyl-terminal hydrolase 17-like protein 5 (Homo sapiens), A8MUK1; purified USP17, Ub-rhodamine cleavage fluorescence, 3 h; inhibition, % at 50 µM; actives 6.5% (n = 47,000)
Target sequence (A8MUK1 whole entry, looked up): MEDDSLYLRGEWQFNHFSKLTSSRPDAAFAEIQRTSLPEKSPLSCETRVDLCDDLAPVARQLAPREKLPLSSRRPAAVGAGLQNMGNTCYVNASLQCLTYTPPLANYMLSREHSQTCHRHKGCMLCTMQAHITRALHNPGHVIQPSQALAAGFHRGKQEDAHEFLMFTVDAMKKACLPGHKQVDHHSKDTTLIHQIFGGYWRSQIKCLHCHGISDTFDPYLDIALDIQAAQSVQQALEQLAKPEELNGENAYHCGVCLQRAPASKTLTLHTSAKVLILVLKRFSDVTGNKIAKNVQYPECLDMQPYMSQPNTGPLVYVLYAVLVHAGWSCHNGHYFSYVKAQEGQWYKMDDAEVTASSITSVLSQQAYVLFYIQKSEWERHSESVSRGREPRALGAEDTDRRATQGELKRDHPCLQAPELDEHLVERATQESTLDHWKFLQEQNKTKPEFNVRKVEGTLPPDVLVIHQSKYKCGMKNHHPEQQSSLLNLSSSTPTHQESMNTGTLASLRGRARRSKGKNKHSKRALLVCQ
OTUD3 inh: inhibitors of human OTUD3 deubiquitinase | OTU domain-containing protein 3 (Homo sapiens), Q5T2D3 | inhibition, % at 25 µM | actives 0.7% (n = 47,000) | purified OTUD3, Ub-rhodamine fluorescence, 2 h
Target sequence (Q5T2D3 whole entry, looked up, the tested form may be a part): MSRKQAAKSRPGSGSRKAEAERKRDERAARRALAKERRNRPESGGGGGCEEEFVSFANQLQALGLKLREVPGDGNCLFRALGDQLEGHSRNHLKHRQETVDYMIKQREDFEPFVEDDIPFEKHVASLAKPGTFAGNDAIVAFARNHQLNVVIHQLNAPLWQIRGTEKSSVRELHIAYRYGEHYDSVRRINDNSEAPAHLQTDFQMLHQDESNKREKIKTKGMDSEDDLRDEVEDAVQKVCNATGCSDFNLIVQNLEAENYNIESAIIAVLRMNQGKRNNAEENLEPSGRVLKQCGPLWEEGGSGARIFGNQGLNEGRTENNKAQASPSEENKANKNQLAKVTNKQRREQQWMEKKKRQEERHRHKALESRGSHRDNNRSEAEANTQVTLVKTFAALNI
USP28 block: inhibitors of human USP28 deubiquitinase. purified USP28, Ub-rhodamine cleavage fluorescence, 30 min. inhibition, % at 25 µM. actives 3% (n = 47,000). AID 1645857, 2021
USP30 block: inhibitors of human USP30 deubiquitinase; AID 1645860, 2021; purified USP30, Ub-rhodamine cleavage fluorescence; actives 5.3% (n = 47,000); inhibition, % at 25 µM; Ubiquitin carboxyl-terminal hydrolase 30 (Homo sapiens), Q70CQ3
UCHL1 block: inhibitors of human UCHL1 deubiquitinase; AID 1645859, 2021; actives 0.2% (n = 47,000); Ubiquitin carboxyl-terminal hydrolase isozyme L1 (Homo sapiens), P09936; purified UCHL1, Ub-rhodamine cleavage fluorescence; inhibition, % at 20 µM
USP7 inh: inhibitors of human USP7 deubiquitinase; Ubiquitin carboxyl-terminal hydrolase 7 (Homo sapiens), Q93009; purified USP7, Ub-rhodamine cleavage fluorescence; inhibition, % at 20 µM; actives 0.3% (n = 47,000); AID 1645854, 2021
USP10 block: inhibitors of human USP10 deubiquitinase | actives 1.1% (n = 47,000) | purified USP10, Ub-rhodamine fluorescence, 60 min | inhibition, % at 20 µM | AID 1645856, 2021
USP8 block: inhibitors of human USP8 deubiquitinase. purified USP8, Ub-rhodamine cleavage fluorescence, 30 min. inhibition, % at 20 µM. actives 4.2% (n = 47,000). AID 1645853, 2021
* hit, by the source's call; i = inactive; · = no result given. Rule as the data show it: active = inhibition above about 30%; inactive = the rest.

Order of results: USP17 block	OTUD3 inh	USP28 block	USP30 block	UCHL1 block	USP7 inh	USP10 block	USP8 block
CCNC(=O)C1(Cc2cc(-c3ccccc3)no2)CCCN(Cc2ccccc2)C1 (centres undefined)
    4	-4	-2	-1	4	6	4	-11
CCN1CC[C@@]2(C(=O)N3CCCC3)CCN(C(=O)c3ccccc3)CC[C@@H]12
    -13	5	8	25	3	5	0	0
O=C(c1ccncc1)N1CC2(CCN(Cc3ccccc3F)CC2)C1
    -21	-5	-12	0	-3	0	0	-38
O=C(NCCc1nc(-c2ccc3c(c2)OCO3)n[nH]1)c1cccc(Br)c1
    38*	2	13	11	2	0	1	10
Cc1nnc2c(NC(=O)Cc3cccc(C(F)(F)F)c3)cccn12
    -10	0	1	-8	0	-1	-6	-58
O=C(Nc1ccc(N2CCOCC2)nc1)c1ccc(C(F)(F)F)cc1
    -9	-11	-10	-35	-2	-1	-2	-7
CCCc1cc(=O)oc2cc(OC(=O)c3ccc(S(=O)(=O)N(C)C)cc3)ccc12
    -2	-2	0	0	2	-8	0	-3
Cc1ccc(Cn2ncc3c(NCc4cccnc4)ncnc32)cc1
    -3	-2	·	·	1	-8	0	-1
O=C(Nc1ccc2c(c1)OCO2)C1CCN(C(=O)c2ccc3n[nH]nc3c2)CC1
    26	7	45*	-13	2	5	0	36*
Cc1cccc(N2CCN(S(=O)(=O)c3c[nH]c(-c4nnc(C)o4)c3)CC2C)c1 (centres undefined)
    0	6	5	0	5	5	5	12
COc1cc(/C=C/C23NC(=O)CCN2c2ccc(C)cc2C3(C)C)ccc1OCc1cccc(Cl)c1 (centres undefined)
    -161	-194	-247	i	-2	-5	-2	-241
O=S(Cc1ccc(Cl)cc1)CC(O)(c1ccccc1)c1ccccc1 (centres undefined)
    9	16	11	28	4	-53	4	15
CC(C)n1c(=O)c(Nc2cccc(C(F)(F)F)c2)nc2ccncc21
    -5	-5	-14	-12	-10	-4	-2	-8
Cc1ccc(C)c(CSc2cn(CC(=O)N3CCC(C)CC3)c3ccccc23)c1
    12	8	11	13	7	11	5	-73
CCN(CC)C(=O)c1cnc(C2CCCCN2C(=O)c2ccc3c(c2)nc(C)n3C)nc1C (centres undefined)
    -2	5	0	-4	0	-1	-2	-10
O=C(NCCc1ccccn1)c1cn2ccccc2n1
    -22	-18	-30	-62	-7	-4	-5	-16
CCOc1ccccc1N(C(=O)CCCC(=O)Nc1ccccn1)C(C(=O)NC1CCCC1)c1ccc(Cl)cc1 (centres undefined)
    0	0	-9	14	0	-18	9	-6
O=C(CN1CCC(c2nc(-c3ccncc3)no2)CC1)Nc1ccccc1Cl
    -1	1	10	17	5	3	1	-9
COc1ccc(CCn2c(-c3ccccc3)cn3c4c(=O)n(C)c(=O)n(C)c4nc23)cc1OC
    10	18	16	39*	5	2	2	-38
CCOc1ccc(NC(=O)Cn2c(=O)n(CCC(=O)NCc3ccccc3OC)c(=O)c3ccccc32)cc1
    52*	19	6	50*	1	12	34*	32*
CC(C)c1nc(C(N)=O)c2[nH]c(=O)n(-c3ccc(Cl)cc3)c2n1
    3	1	1	14	-1	0	-1	10
COc1ccc(-c2cc(C(=O)N3CCCC3c3cc(C)no3)no2)cc1OC (centres undefined)
    26	-3	-9	0	0	0	-1	1
CCCN1CCN(S(=O)(=O)c2ccc3c(c2)NC(=O)C(C)CS3)CC1 (centres undefined)
    -11	-8	-15	-1	-4	-9	-1	-9
CC1CCN(c2ccc(C(=O)N3CCc4ccccc43)nn2)CC1
    -19	-2	-5	-3	1	-8	4	1
Cc1cccc(N2CCN(Cc3cc(=O)n4ccsc4n3)CC2)c1C
    -2	-21	-13	-177	-2	-19	-3	0
COc1ccc(S(=O)(=O)N2Cc3ccccc3N(C)C(C)C2)cc1 (centres undefined)
    -1	1	-7	0	1	1	8	12
COc1ccc(CC(=O)OCC(=O)N2c3ccccc3CC2C)cc1 (centres undefined)
    1	-2	7	-4	0	-2	1	2
CC(C)n1c(=O)[nH]c2c(C(=O)N3CCCCC3)snc2c1=O
    19	15	13	38*	2	7	4	29
CC(C)C1=CCC2C(=C1)CCC1[C@]2(C)CCC[C@@]1(C)C(=O)O (some centres undefined)
    25	3	5	21	-5	-9	2	19
CC(=O)c1cc(-c2ccc(F)cc2)n(CC(=O)NCc2ccc(N(C)C)cc2)c1C
    -8	-23	-5	-109	-15	-16	-7	1
COc1ccc(C(=O)C(=O)Nc2ccccc2)c(O)c1
    0	6	-4	-5	1	-25	-6	4
CCNc1nc(N2CCOCC2)nc(-n2cnc(SCCOc3ccccc3C)n2)n1
    20	0	-1	9	3	8	6	4
Cc1n[nH]c(C)c1CC(=O)NCCc1ccc(Cl)cc1
    0	8	3	2	3	3	4	3
NCCNC(=O)N1CCN(c2nc(-c3cccnc3)nc3ccccc23)CC1
    -16	-5	-9	13	0	3	4	-92
Cc1ccc(C)c(S(=O)(=O)N2CCN(c3ccc(CN4CCC(CO)CC4)cn3)CC2)c1
    -11	4	1	5	-1	-10	-5	0
Cc1ccc(NC(=O)c2cc(=O)n(C)c3c2c(=O)n(C)c(=O)n3C)cc1C
    44*	16	7	-1	-1	4	-3	2
CCN(CC)S(=O)(=O)c1ccc2[nH]cc(C(=O)NCCCN3CCN(Cc4ccccc4)CC3)c(=O)c2c1
    -14	-14	11	-11	0	-4	-3	-1
Nc1ncnc2c1ncn2[C@@H]1CCC[C@@H](NCc2ccccc2)[C@H]1O
    0	2	2	5	0	3	-1	-3
CCN1CCN(c2cc(C)c3cc(NC(=O)c4cncc(Br)c4)ccc3n2)CC1
    -16	-11	21	-44	4	3	-3	-6
CCN1CCN(C(=O)Cn2cccc2-c2nnc(-c3ccccc3)o2)CC1
    4	3	4	1	0	1	1	-1
O=C(c1cccc(N2C(=O)CCS2(=O)=O)c1)N1CCN(c2ccccc2)CC1
    -17	13	6	25	2	1	2	13
O=C(NCc1ccc2c(c1)OCO2)c1cccc(NC(=O)c2nsc3ccccc23)c1
    -5	0	2	-35	0	0	3	-28
CCCNC(=O)c1cc(-c2cnc(-c3ccnn3C)nc2)cn1CC1CC1
    4	3	6	10	-1	-15	-1	-7
COc1ccc(S(=O)(=O)NCc2ccc(C(=O)N3CCN(c4ccccn4)CC3)cc2)cc1
    6	6	3	11	2	1	1	0
O=C(C1CCOCC1)N1CC(c2ccnc(Nc3cc(C(F)(F)F)ccn3)n2)C1
    11	13	7	10	0	-3	-4	12
COc1cccc(C(=O)NCC(c2ccc(C)o2)N2CCCC2)c1 (centres undefined)
    -9	-10	-16	-46	-6	-5	-1	-3
COc1ccc(CCNC(=O)CSc2nc3c(cnn3-c3ccc(C)cc3)c(=O)[nH]2)cc1OC
    0	4	-9	19	-3	1	0	-3
O=C(NCc1nnc(SCC(=O)N2CCN(c3ccccc3)CC2)o1)c1cccs1
    -2	-7	-11	-17	-3	-3	0	-16
Cc1nc2ccc(Cl)cn2c(=O)c1NC(=O)Cc1ccccc1
    2	2	-4	11	0	2	-1	2
CCN1C[C@H]2CCN(C(=O)c3cccc(OC)c3)CC[C@H]2S1(=O)=O
    -3	3	4	12	1	2	-3	-27
CCc1cc2c(=O)[nH]c(Cc3ccc(OC)cc3)nc2s1
    58*	8	11	40*	3	2	9	35*
Cc1ccc(-n2c(=O)[nH]c3c(C(N)=O)nc(-c4ccccn4)nc32)cc1
    9	-37	-28	-79	-1	4	-6	-64
Cn1nc(CO)c2c1CCN(C(=O)c1ccc3c(c1)OCO3)C2
    5	5	7	16	4	5	2	5
O=C(Nc1nc2c(s1)CN(C(=O)c1cc(-c3ccco3)on1)CC2)C1CCCO1 (centres undefined)
    33*	9	20	-136	21	-35	-2	59*
Cc1ncc(-c2ccc(C)c(S(=O)(=O)Nc3c(C)cccc3C)c2)o1
    -11	-6	-6	-14	1	1	2	-3
N#Cc1cccc(CN2Cc3ccnn3CC(C(=O)N3CCCC3)C2)c1 (centres undefined)
    -27	-19	-19	-19	-7	-3	0	-72
Cc1cccc(N(Cc2nc3nc(C)cc(C)n3n2)C(=O)CCc2ccccc2)c1
    3	5	10	23	-1	-3	-3	-3
N#Cc1cccc(NC(=O)Cn2c(=O)c3c(ncn3C3CCCC3)n(Cc3ccccc3)c2=O)c1
    -14	-27	-22	-85	-15	-7	-8	-7
CC(C)C(=O)N1CCN(c2ccc(Nc3ccccc3)nn2)CC1
    -4	-3	-9	-19	-4	-10	-4	-1
COc1ccccc1Cc1nnc(C2(C)CCOCC2)o1
    8	11	6	19	0	2	3	-1

Shown as a markdown table: 2 of the compounds above
| canonical_smiles | USP17 block | OTUD3 inh | USP28 block | USP30 block | UCHL1 block | USP7 inh | USP10 block | USP8 block |
| --- | --- | --- | --- | --- | --- | --- | --- | --- |
| Cc1cccc(N(Cc2nc3nc(C)cc(C)n3n2)C(=O)CCc2ccccc2)c1 | 3 | 5 | 10 | 23 | -1 | -3 | -3 | -3 |
| COc1ccc(CCNC(=O)CSc2nc3c(cnn3-c3ccc(C)cc3)c(=O)[nH]2)cc1OC | 0 | 4 | -9 | 19 | -3 | 1 | 0 | -3 |

For convenience, some entries already given.
Order of results: USP17 block	OTUD3 inh	USP28 block	USP30 block	UCHL1 block	USP7 inh	USP10 block	USP8 block
CCc1cc2c(=O)[nH]c(Cc3ccc(OC)cc3)nc2s1
    58*	8	11	40*	3	2	9	35*
Cc1ccc(-n2c(=O)[nH]c3c(C(N)=O)nc(-c4ccccn4)nc32)cc1
    9	-37	-28	-79	-1	4	-6	-64
Cn1nc(CO)c2c1CCN(C(=O)c1ccc3c(c1)OCO3)C2
    5	5	7	16	4	5	2	5
O=C(Nc1nc2c(s1)CN(C(=O)c1cc(-c3ccco3)on1)CC2)C1CCCO1 (centres undefined)
    33*	9	20	-136	21	-35	-2	59*
Cc1ncc(-c2ccc(C)c(S(=O)(=O)Nc3c(C)cccc3C)c2)o1
    -11	-6	-6	-14	1	1	2	-3

Next section.
Order of results: USP17 block	OTUD3 inh	USP28 block	USP30 block	UCHL1 block	USP7 inh	USP10 block	USP8 block
COc1ccc(CNC(=O)CCNS(=O)(=O)c2ccc3c(c2)CCN3C(C)=O)cc1
    -4	-3	-5	-18	0	-2	-1	-10
CNC(=O)CN(C(C)=O)[C@@H]1C[C@@H]2CO[C@H](c3ccccc3)C[C@@H]2C1
    -13	-7	-14	-5	-3	-2	2	12
O=C(Nc1ccccc1)C1CCN(c2cc(N3CCCC3)ncn2)CC1
    -17	5	3	19	1	-30	0	-133
COc1cccc(-c2noc(N3CCC(C)CC3)n2)c1OC
    -3	-4	-4	-15	-1	-2	0	-10

Just USP17 block, for some of the entries so far:
Structure | USP17 block
COc1ccc(S(=O)(=O)NCc2ccc(C(=O)N3CCN(c4ccccn4)CC3)cc2)cc1 | 6
O=C(C1CCOCC1)N1CC(c2ccnc(Nc3cc(C(F)(F)F)ccn3)n2)C1 | 11
COc1cccc(C(=O)NCC(c2ccc(C)o2)N2CCCC2)c1 (centres undefined) | -9
COc1ccc(CCNC(=O)CSc2nc3c(cnn3-c3ccc(C)cc3)c(=O)[nH]2)cc1OC | 0
O=C(NCc1nnc(SCC(=O)N2CCN(c3ccccc3)CC2)o1)c1cccs1 | -2
Cc1nc2ccc(Cl)cn2c(=O)c1NC(=O)Cc1ccccc1 | 2
CCN1C[C@H]2CCN(C(=O)c3cccc(OC)c3)CC[C@H]2S1(=O)=O | -3
